# Rpn11 block: inhibitors of human proteasome Rpn11; human 26S proteasome, Ub4-pepOG fluorescence polarization; 20S core pre-blocked with epoxomicin; calls only at 20 µM; actives 0.59% (n = 360,000); AID 588493;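 active = inhibition at 20 µM, scaled to each plate's controls, above about 33%, limit read from the data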
# Target sequence (O00487 whole entry, looked up): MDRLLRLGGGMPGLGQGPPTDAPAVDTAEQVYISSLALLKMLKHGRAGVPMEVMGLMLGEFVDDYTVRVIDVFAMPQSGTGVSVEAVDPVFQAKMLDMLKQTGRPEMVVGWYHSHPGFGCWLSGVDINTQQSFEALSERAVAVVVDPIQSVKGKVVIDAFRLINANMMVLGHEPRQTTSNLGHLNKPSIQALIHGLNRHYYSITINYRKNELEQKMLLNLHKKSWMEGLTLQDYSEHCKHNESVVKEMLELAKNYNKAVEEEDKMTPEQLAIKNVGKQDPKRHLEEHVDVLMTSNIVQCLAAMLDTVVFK
# NRP1-CendR mod: NRP-1/CendR interaction modulation | actives 0.85% (n = 360,000) | inhibition, % at 25 µM | FAM-RPARPAR peptide binding to NRP-1, fluorescence polarization;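 active = inhibition or corrected inhibition above about 18%, plus a signal ratio from 0.5 to 1.5, limit read from the data, passing the limit was not always enough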; note: strong numbers were not always called active
# NadD inh: NadD (S. aureus) enzyme inhibition | inhibition, % at 20 µM | purified NadD enzyme, colorimetric absorbance read-out | AID 602399 | actives 0.78% (n = 360,000); in the data active = inhibition above about 26%; note: some compounds past the cut are filed as inactive
# Scp1 inh: inhibitors of human Scp-1 phosphatase; Q9GZU7; Recombinant Scp1, phosphopeptide, malachite green phosphate absorbance; inhibition, % at 20 µM; actives 0.88% (n = 340,000);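 active = inhibition above about 50% at 20 µM, limit read from the data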;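 note: plate controls were DMSO wells with enzyme for no effect and wells lacking enzyme for full effect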
# Target sequence (Q9GZU7 76-261 limits assumed): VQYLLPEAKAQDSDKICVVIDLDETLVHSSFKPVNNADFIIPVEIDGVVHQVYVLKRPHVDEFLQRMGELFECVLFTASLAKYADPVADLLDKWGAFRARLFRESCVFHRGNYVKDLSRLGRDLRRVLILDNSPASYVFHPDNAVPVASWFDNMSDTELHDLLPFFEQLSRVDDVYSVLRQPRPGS
#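 Incubation: 45 min enzyme reaction at room temperature / System: truncated SCP-1 phosphatase (76-261aa) / Reagent: Phospho 17-mer peptide substrate / Buffer or medium: Acidic Tris acetate buffer with magnesium and detergent / Signal: absorbance at 630 nm / Doses: one concentration, 20 µM, with 1.0% DMSO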
# SUMO1-SIM PPI: modulators of human SUMO1-mediated protein-protein interactions | inhibition, % at 20 µM | actives 0.33% (n = 360,000) | AID 602429 | SUMO1 binding to a labelled peptide, TR-FRET, 1 h | P63165; in the data active = inhibition above about 37%
# STEP inh: blocks human striatal-enriched tyrosine phosphatase. AID 588621. actives 0.25% (n = 360,000). recombinant STEP, OMFP fluorogenic substrate, fluorescence. P54829. inhibition, % at 20 µM;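 active = inhibition at 20 µM, scaled per plate between control wells, above about 37%, limit read from the data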;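 note: 0% = DMSO with enzyme and substrate and 100% = substrate only without enzyme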
# Target sequence (P54829 whole entry, looked up): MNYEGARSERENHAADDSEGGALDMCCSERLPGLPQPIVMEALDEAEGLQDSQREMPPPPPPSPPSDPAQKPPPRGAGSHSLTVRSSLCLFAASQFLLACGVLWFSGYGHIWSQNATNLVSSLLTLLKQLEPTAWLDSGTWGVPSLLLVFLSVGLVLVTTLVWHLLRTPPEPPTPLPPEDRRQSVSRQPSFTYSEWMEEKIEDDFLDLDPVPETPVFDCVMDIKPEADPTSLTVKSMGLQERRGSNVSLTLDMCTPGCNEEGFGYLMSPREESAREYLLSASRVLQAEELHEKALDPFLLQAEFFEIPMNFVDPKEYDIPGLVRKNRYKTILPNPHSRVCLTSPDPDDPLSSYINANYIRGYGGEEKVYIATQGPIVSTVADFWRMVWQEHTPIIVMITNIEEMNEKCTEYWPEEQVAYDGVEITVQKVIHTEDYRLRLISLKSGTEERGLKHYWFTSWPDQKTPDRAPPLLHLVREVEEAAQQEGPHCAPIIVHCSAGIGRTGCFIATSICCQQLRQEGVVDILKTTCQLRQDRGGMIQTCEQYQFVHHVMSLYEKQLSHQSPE
#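 System: STEP phosphatase, cell-free reaction; Buffer or medium: Bis-Tris pH 6.0 buffer with DTT, detergent; Incubation: 20 min at room temperature, dark; Measured by: fluorescence, 480/540 nm.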
# MT1-MMP act inh: blocks activation of human MT1-MMP; HT1080 RFP-PRO-GFP cells, GFP/RFP ratio fluorescence, overnight; percent of plate control window, DMSO zero; P50281; AID 651647; actives 0.061% (n = 360,000); GFP/RFP ratio change, % at 20 µM;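 active = GFP/RFP ratio change of at least 30% with cell ATP level not reduced by more than half and red fluorescence within 50% of control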; note: strong numbers were not always called active
#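 Test system: HT1080 RFP-PRO-GFP cells; Benchmarks: DMSO and RFP-L50D-GFP cell wells; Timing: cells overnight before dosing, compound overnight, 37 °C, 5% CO2; Compound: one 20 µM compound dose with 1% DMSO; Read-out: GFP/RFP fluorescence ratio.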
# DNMT1 inh: inhibitors of human DNMT1 | DNMT1 molecular beacon, Hinp1I cleavage, fluorescence | inhibition (reported as % activation of signal), % at 10 µM | actives 0.83% (n = 360,000) | P26358 | AID 588458; in the data active = inhibition above about 50%
# LMPTP block: LMPTP (human) inhibition | inhibition, % at 20 µM | recombinant LMPTP-A, OMFP fluorogenic substrate, fluorescence intensity | actives 0.22% (n = 360,000) | P24666;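 active = compounds that cut the enzyme signal by at least half of the control window in the single-dose screen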;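 note: plate controls were DMSO wells with enzyme plus substrate for no effect and substrate without enzyme for full effect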
#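 Assay system: LMPTP-A, protein tyrosine phosphatase of low molecular weight / Medium: pH 6.0 Bis-Tris buffer with DTT and Triton X-100 / Schedule: 50 min enzyme reaction at room temperature, protected from light / Measured by: endpoint fluorescence intensity from OMFP dephosphorylation / Read-out basis: % inhibition relative to no-enzyme and uninhibited control wells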
# SKN-1 inh: inhibitors of C. elegans SKN-1; inhibition, % at 21.8 µM; actives 0.49% (n = 360,000); AID 624304; C. elegans VP596 Pgst-4::GFP/RFP ratio, acrylamide-induced, 24 h;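 active = interference check ratio from 0.5 to 1.5 plus GFP to RFP signal ratio inhibition reaching or exceeding a fixed threshold, cut at about 30% in these data, passing the limit was not always enough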; note: some compounds called inactive have numbers as strong as hits
# * hit, by the source's call; i = inactive; . = not tested or not shown.
SMILES,Rpn11 block,NRP1-CendR mod,NadD inh,Scp1 inh,SUMO1-SIM PPI,STEP inh,MT1-MMP act inh,DNMT1 inh,LMPTP block,SKN-1 inh
CC(NC(=O)c1ccccc1Br)c1ccc2c(c1)CCCC2 (stereo not drawn),i,-31,-3,-6,-1,18,3,-4,-0.1,16
COc1ccc(CC(=O)Nc2cccc(-c3nnc(-c4cccc(C)c4)o3)c2)cc1OC,i,-2,-3,-15,-1,-1,-3,-3,1.2,4
O=C(Cc1ccccc1)N[C@@H]1c2ccccc2CC[C@@H]1OCc1ccccc1,i,-1,1,-4,4,2,-10,5,-0.9,-10
CC1=CN2C(=NC(=O)CC2(C)C(=O)N(CC(=O)NC2CCCC2)c2ccccc2C)C=C1 (stereo not drawn),i,3,3,-6,-1,2,-2,-1,-1.8,6
C/C(=N\NC(=O)CCC(=O)Nc1ccccc1)c1cccs1,i,-8,-3,-7,-2,-3,3,-1,-0.4,-5
CN(C)S(=O)(=O)c1ccc(C(=O)N2CCC(c3nc4ccccc4o3)CC2)cc1,i,-3,-2,-4,0,-4,6,-4,-2.2,12
O=C(O)C1CCN(C(=O)Cc2ccccc2)CC1,i,1,-6,-4,1,-1,-1,1,-2.0,-1
COC(=O)c1c(-c2cc(C)ccc2C)csc1NC(=O)C1CC=CCC1C(=O)O (stereo not drawn),i,13,6,-2,4,-1,-1,5,1.2,-1
Cc1ccc(S(=O)(=O)N2CCC(C(=O)NC3CC3)CC2)cc1,i,-4,1,-8,4,1,3,-2,-2.6,9
CCOCCn1c(=NC(=O)/C=C/c2ccccc2Cl)sc2cc(NC(C)=O)ccc21,i,7,-2,6,-5,0,3,42,-1.3,3
CN(C)CCN(C(=O)c1ccc2ccccc2c1)c1nc2ccc(Br)cc2s1,i,10,-6,16,-3,3,1,-5,-0.1,-6
O=C(CCC1COc2ccccc2O1)NCc1ccccc1 (stereo not drawn),i,-3,2,-5,2,-6,2,2,0.1,8

# Given with the structure last: part of the list above.
Rpn11 block | NRP1-CendR mod | NadD inh | Scp1 inh | SUMO1-SIM PPI | STEP inh | MT1-MMP act inh | DNMT1 inh | LMPTP block | SKN-1 inh | mol
i | -31 | -3 | -6 | -1 | 18 | 3 | -4 | -0.1 | 16 | CC(NC(=O)c1ccccc1Br)c1ccc2c(c1)CCCC2 (stereo not drawn)
i | -2 | -3 | -15 | -1 | -1 | -3 | -3 | 1.2 | 4 | COc1ccc(CC(=O)Nc2cccc(-c3nnc(-c4cccc(C)c4)o3)c2)cc1OC
i | -1 | 1 | -4 | 4 | 2 | -10 | 5 | -0.9 | -10 | O=C(Cc1ccccc1)N[C@@H]1c2ccccc2CC[C@@H]1OCc1ccccc1
i | 3 | 3 | -6 | -1 | 2 | -2 | -1 | -1.8 | 6 | CC1=CN2C(=NC(=O)CC2(C)C(=O)N(CC(=O)NC2CCCC2)c2ccccc2C)C=C1 (stereo not drawn)
i | -8 | -3 | -7 | -2 | -3 | 3 | -1 | -0.4 | -5 | C/C(=N\NC(=O)CCC(=O)Nc1ccccc1)c1cccs1
i | -3 | -2 | -4 | 0 | -4 | 6 | -4 | -2.2 | 12 | CN(C)S(=O)(=O)c1ccc(C(=O)N2CCC(c3nc4ccccc4o3)CC2)cc1
i | 1 | -6 | -4 | 1 | -1 | -1 | 1 | -2.0 | -1 | O=C(O)C1CCN(C(=O)Cc2ccccc2)CC1
i | 13 | 6 | -2 | 4 | -1 | -1 | 5 | 1.2 | -1 | COC(=O)c1c(-c2cc(C)ccc2C)csc1NC(=O)C1CC=CCC1C(=O)O (stereo not drawn)
i | -4 | 1 | -8 | 4 | 1 | 3 | -2 | -2.6 | 9 | Cc1ccc(S(=O)(=O)N2CCC(C(=O)NC3CC3)CC2)cc1
i | 7 | -2 | 6 | -5 | 0 | 3 | 42 | -1.3 | 3 | CCOCCn1c(=NC(=O)/C=C/c2ccccc2Cl)sc2cc(NC(C)=O)ccc21
i | 10 | -6 | 16 | -3 | 3 | 1 | -5 | -0.1 | -6 | CN(C)CCN(C(=O)c1ccc2ccccc2c1)c1nc2ccc(Br)cc2s1

# Two compounds drawn at random from those above, as already listed:
SMILES,Rpn11 block,NRP1-CendR mod,NadD inh,Scp1 inh,SUMO1-SIM PPI,STEP inh,MT1-MMP act inh,DNMT1 inh,LMPTP block,SKN-1 inh
O=C(Cc1ccccc1)N[C@@H]1c2ccccc2CC[C@@H]1OCc1ccccc1,i,-1,1,-4,4,2,-10,5,-0.9,-10
O=C(O)C1CCN(C(=O)Cc2ccccc2)CC1,i,1,-6,-4,1,-1,-1,1,-2.0,-1

# Next part:
SMILES,Rpn11 block,NRP1-CendR mod,NadD inh,Scp1 inh,SUMO1-SIM PPI,STEP inh,MT1-MMP act inh,DNMT1 inh,LMPTP block,SKN-1 inh
O=S(=O)(/C=C/c1ccccc1)N1CCNCC1,i,10,-5,-5,-4,-2,2,1,-1.2,14
COc1ccccc1OC(C)C(=O)O (stereo not drawn),i,3,-8,-11,4,-2,-1,-1,-0.5,7
Cn1c(SCC(=O)c2ccc3c(c2)Cc2ccccc2-3)nnc1-c1ccccc1,i,-27,10,6,3,-7,4,47,14,-9
Cn1nnnc1NCc1ccc(Cl)c(Cl)c1,i,13,0,-1,1,-1,5,0,-1.2,6
CCOc1cc(CNCCN2CCOCC2)ccc1OCc1ccccc1Cl,i,-8,-6,-6,1,0,5,-1,-1.9,0
O=C(NC(=S)Nc1ccccc1CO)C1CCCCC1,i,18,2,-10,2,-1,4,-2,-1.4,6
CC(=O)Nc1ccc(S(=O)(=O)NCCN2CCNC2=O)cc1Cl,i,12,4,-2,8,1,0,3,-0.1,-4
COc1ccc(C(=O)n2nnc3ccccc32)cc1OC,i,1,-3,-5,1,-4,4,0,0.1,-4
CCOc1ccc(N=Cc2ccc3ccccc3c2)cc1,i,7,0,-5,-10,0,1,-3,-2.3,0
Cc1nn(C)c(C)c1NC(=O)CSc1nc(-c2ccccc2Cl)nc2c1cnn2-c1ccccc1,i,-7,0,1,-7,8,6,47,0.9,-18
Cc1ccc(C)c(S(=O)(=O)Nc2ccc(C(=O)N3CCC3)cc2)c1,i,2,6,-4,-5,-1,2,2,-5.2,-7
C[C@H]1CN([C@@H](C)CO)C(=O)CCCn2nncc2CO[C@H]1CN(C)C(=O)Nc1ccc2c(c1)OCO2,i,-7,-23,.,-2,-3,3,0,-3.0,2
O=C1[C@@H]2Cc3c([nH]c4ccccc34)CN2C(=O)CN1CCCCCO,i,13,0,3,1,-2,-5,-1,0.3,-13
CN1CCN(C2CN(Cc3cn(Cc4ccccc4C(F)(F)F)nn3)S(=O)(=O)C2)CC1 (stereo not drawn),i,9,-7,.,1,0,2,2,-5.0,2
O=C(NNS(=O)(=O)c1ccc(C(F)(F)F)cc1)c1cnn(-c2ccccc2)c1C(F)(F)F,i,-2,1,-11,6,0,1,-1,3.2,5
CC(=O)N1CCN(c2ccc(S(=O)(=O)N3CCCCC3)cn2)CC1,i,17,4,-1,-2,0,-2,1,-0.6,-21
O=c1c2c(O)cc(O)cc2oc2c(O)ccc(O[C@H]3O[C@@H](CO)[C@H](O)[C@@H](O)[C@@H]3O)c12,i,4,0,-6,14,-2,14,8,0.1,10
COc1cc(/C=C/C(=O)NNc2c(F)c(F)cc(F)c2F)ccc1OC(F)F,i,10,-2,-11,34,2,4,-5,0.0,6
O=C(COC(=O)c1ccccc1SCC(=O)N1CCCC1)Nc1ccccc1OC(F)F,i,0,-2,-8,1,1,3,-2,1.0,7
CCCCn1c(N)c(N(CCC(C)C)C(=O)c2cc(S(=O)(=O)N3CCOCC3)ccc2F)c(=O)[nH]c1=O,i,3,-3,4,5,-3,-1,10,0.4,-24
CCOC(=O)c1cc(C)sc1NC(=O)CSc1nccn1C,i,5,-25,-5,-1,0,0,1,0.5,5
CCOCCCNC(=O)C(c1ccc(Cl)cc1)N(Cc1ccc2c(c1)OCO2)C(=O)CNC(C)=O (stereo not drawn),i,10,-1,-5,2,-3,0,1,-2.7,-2
COc1ccc([C@H]2CC(=O)C=C(c3cccc4c3Oc3ccccc3S4)C2)cc1OC,i,14,-5,-9,-20,0,-9,-10,5.4,9
COc1ccccc1CNC(=O)N1CCN(S(=O)(=O)c2ccc(C)cc2)CC1,i,5,0,-3,6,-1,4,-1,-0.7,-10
Cc1c(C(=O)N2CCCCC2)sc(NC(=O)c2ccco2)c1C#N,i,11,5,4,12,-1,2,1,0.6,5
O=C(Nc1cccnc1Cl)c1ccc(Cl)cc1,i,3,-3,0,10,0,0,1,-1.3,-1
CCC(=O)N1CCc2cc(S(=O)(=O)N3CCc4ccccc43)ccc21,i,16,10,-6,-1,-2,5,-1,-0.8,-7
Cc1ccc(NC(=O)CSc2ncccn2)cc1S(=O)(=O)N1CCCCC1,i,14,-8,-4,2,-1,2,0,-0.6,-12
COc1cc2c(cc1OC)C(c1ccccc1C)CC(=O)N2 (stereo not drawn),i,7,0,-2,3,4,-2,0,0.6,2
C[C@H](CO)N1C[C@H](C)[C@@H](CN(C)S(=O)(=O)c2ccc(C#N)cc2)OCc2cnnn2CCCC1=O,i,6,2,.,0,-1,0,4,-2.2,2
COc1ccccc1CNC(=O)C1CCN(S(=O)(=O)c2c(C)noc2C)CC1,i,0,1,-5,1,0,-1,1,-0.2,5
CCn1c(CN2CCN(c3ccc(OC)cc3)CC2)nc2cc(S(=O)(=O)N(C)C)ccc21,i,0,2,-7,7,1,3,-1,1.6,7
CCCc1cc(CN2CCOCC2)c(O)c(CN2CCOCC2)c1O,i,-2,-3,2,-3,0,2,-2,-0.9,-7
NS(=O)(=O)c1ccc(NC(=O)CSc2nnc(-c3ccc(O)cc3)o2)cc1,i,-3,2,-3,-2,1,0,-1,-0.7,-1
N#Cc1ccc(CN(Nc2ccccc2)c2ccccc2)cc1,i,4,3,.,3,-1,2,5,0.4,13
COc1cc(C2CC(C(F)(F)F)n3ncc(C(=O)O)c3N2)cc(OC)c1OC (stereo not drawn),i,8,2,-11,0,4,3,3,-0.9,7
O=C(Nc1cccc2cccnc12)c1ccc(Cl)cc1,i,0,-4,-2,-6,-1,0,0,0.8,13
CC(OC(=O)c1ccccc1N1C(=O)C2C3CCC(C3)C2C1=O)C(=O)c1ccccc1 (stereo not drawn),i,6,-6,-3,3,-3,-3,-2,-0.3,0
Cc1cc(Br)c(OCc2ccc(C(=O)N/N=C3\CC4CC=CC34)cc2)c(Br)c1 (stereo not drawn),i,0,21,-2,0,6,-3,-3,2.4,9
Cc1cccc(CN2CCN(C3CN(Cc4cn(Cc5ccccc5C(F)(F)F)nn4)S(=O)(=O)C3)CC2)c1 (stereo not drawn),i,0,-1,.,6,1,4,5,-0.1,10

# Source: PubChem (Sanford-Burnham Center for Chemical Genomics)

# Not a hit list. About 3.9% of those tested had a hit in this group.
